Screening results deposited in PubChem BioAssay by National Center for Advancing Translational Sciences (NCATS).
D2 antag: D2 dopamine receptor (human) antagonism; HEK293 TREx D2 cells, calcium flux, dopamine EC80; P14416; 2% of 340,000 active; inhibition, % at 10 µM; AID 485344; in the data active = inhibition above about 30%; note: 0% is about no effect
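Tetracycline-induced HEK293 TREx cells expressing D2 receptor forced-coupled to calcium signalling, loaded with no-wash calcium dye. Compounds added and calcium flux read 180 s, then dopamine added at EC80 and read a further 180 s.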
rTrxR1 inhibitor: inhibitors of rat thioredoxin reductase 1 | O89049 | 1% of 390,000 active | AID 588453 | Potency, µM (highest dose often 114 µM), for inactives: top-dose activity change, negative = inhibition, hits mostly inhibitors | recombinant rTrxR1, NADPH fluorescence consumption, selenite substrate; note: potency is the fitted concentration of half-maximal effect; % is set by controls: 0 for no effect and ±100 for the full control effect; nearly all actives have a fitted effect of over 65% in size
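Rat TrxR1 (90 nM in the dispensed reagent) was pre-reduced with 400 uM NADPH for 5 min at room temperature, then incubated with compound for 15 min. After 400 uM selenite was added, NADPH fluorescence (Ex 340/Em 450 nm) was followed for 8 min.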
TrxR1 substrate: rat thioredoxin reductase 1 substrate activity; purified TrxR1 substrate turnover, NADPH consumption readout; Potency, µM (top dose mostly 114 µM), for the others: at the highest dose activity change, negative = substrate turnover; 0.01% of 390,000 active; note: potency is the fitted concentration of half-maximal effect; % is set by controls: 0 for no effect and ±100 for the full control effect; nearly all actives have a fitted effect of over 50% in size
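Rat TrxR1, dispensed at 90 nM, was prereduced with 400 uM NADPH (final) for 5 min at ~22 deg C, then incubated with compound 15 min before 400 uM selenite. A first-read NADPH fluorescence drop versus no-compound background flagged substrates.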
USP1 inh: inhibitors of human USP1/UAF1 deubiquitinase. O94782. recombinant USP1/UAF1, Ub-Rhodamine cleavage fluorescence. Potency, µM (top dose mostly 57.1 µM), for inactives: at the highest dose activity change, negative = inhibition, usual class: inhibitors. 0.23% of 390,000 active; note: potency is the fitted concentration of half-maximal effect; % is set by controls: 0 for no effect and ±100 for the full control effect; nearly all actives have a fitted effect of over 60% in size; inactives centre near -12
Target sequence (O94782 whole entry, looked up): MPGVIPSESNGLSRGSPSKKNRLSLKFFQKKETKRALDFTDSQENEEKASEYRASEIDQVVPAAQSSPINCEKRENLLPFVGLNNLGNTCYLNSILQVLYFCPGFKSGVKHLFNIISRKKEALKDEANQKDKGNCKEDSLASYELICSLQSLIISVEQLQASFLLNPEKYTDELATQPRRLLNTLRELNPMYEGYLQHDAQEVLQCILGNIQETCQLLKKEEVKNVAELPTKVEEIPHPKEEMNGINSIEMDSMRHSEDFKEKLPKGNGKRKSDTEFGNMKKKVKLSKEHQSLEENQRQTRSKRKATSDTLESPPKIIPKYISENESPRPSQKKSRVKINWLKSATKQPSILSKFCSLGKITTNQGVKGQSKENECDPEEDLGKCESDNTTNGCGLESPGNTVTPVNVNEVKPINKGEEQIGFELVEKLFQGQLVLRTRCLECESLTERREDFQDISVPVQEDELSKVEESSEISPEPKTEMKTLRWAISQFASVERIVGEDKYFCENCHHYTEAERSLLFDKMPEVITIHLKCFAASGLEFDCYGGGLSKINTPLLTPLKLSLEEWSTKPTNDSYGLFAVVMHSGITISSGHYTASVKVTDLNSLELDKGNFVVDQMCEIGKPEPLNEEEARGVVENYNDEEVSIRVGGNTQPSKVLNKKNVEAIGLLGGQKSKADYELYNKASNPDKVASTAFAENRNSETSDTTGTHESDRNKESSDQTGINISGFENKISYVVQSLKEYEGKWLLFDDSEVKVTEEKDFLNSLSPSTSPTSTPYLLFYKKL
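High-throughput fluorogenic screen: 1nM USP1/UAF1 complex, Ub-Rho substrate 150nM final, 50mM HEPES pH 7.8 with 0.5mM EDTA, 0.1 mg/ml BSA, 1mM TCEP and 0.01% Tween-20.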
IDH1 R132H inh: blocks human mutant IDH1 R132H enzyme. 0.093% of 390,000 active. IDH1-R132H enzyme, NADPH consumption, diaphorase/resazurin fluorescence. O75874. Potency, µM (top dose mostly 76.6 µM), for the others: at the highest dose activity change, negative = inhibition, hits mostly inhibitors; note: potency is the fitted concentration of half-maximal effect; % is set by controls: 0 for no effect and ±100 for the full control effect; nearly all actives have a fitted effect of over 65% in size
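IDH1-R132H (0.5 ug/mL dispensed) in pH 7.5 Tris buffer was preincubated 30 min with compound, then given a substrate mix of 0.016 mM NADPH and 2 mM alpha-KG for 80 min at room temperature; remaining NADPH was read by diaphorase/resazurin fluorescence.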
TRHR enhancer: allosteric enhancers of human TRH receptor; TRHR cells, fluo-8 calcium fluorescence, EC20 TRH enhancement; enhancement, % at 2 µM; 0.66% of 360,000 active; in the data active = enhancement above about 30%; note: 0% is about no effect
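Enhancer read-out: after compound pinning and an initial kinetic agonist-mode read, an EC20 of TRH (10 nM final) was injected and fluo-8 calcium signal (Ex 480/Em 530) followed at 1 s/cycle for 100 cycles in TRHR-expressing cells.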
TRHR agonist: TRH receptor (human) agonism | P34981 | TRHR cells, calcium flux fluo-8, FDSS agonist mode | activation, % at 2 µM | 0.18% of 360,000 active | AID 493084; in the data active = activation above about 30%; note: 0% is about no effect
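Agonist-mode FDSS calcium read (Ex 480/Em 530, 1 s cycles) in 1536-well TRHR cells with fluo-8 dye, after 10-cycle baseline and 23 nL compound addition; TRH at EC20 (10 nM final) added afterwards for the enhancer phase.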
D2 agonist: activates the human D2 dopamine receptor; P14416; HEK293 T-REx D2 cells, calcium flux agonist mode; activation, % at 2 µM; 0.53% of 340,000 active; AID 485358;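 active = activation over 3 SD above normal in the single-dose calcium agonist read, cut at about 30% in these data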; note: 0% is about no effect
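Calcium-flux readout, 1 cycle/sec over 180 s following compound pin transfer, in inducible HEK293 Trex D2 cells (force-coupled); dopamine controls included. Positive calcium responses during this window marked compounds as potential agonists.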
PI4K2A block: inhibitors of human PI4K2A; Q9BTU6; purified PI4K2A, ADP-Glo luminescence, 1 h; active compounds read low; activity change, negative = inhibition, % at 76.9 µM; 0.13% of 420,000 active; in the data active = activity change below about -50%; inconclusive = mostly about -30% to -49%;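 note: -100% = wells without enzyme as full effect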
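ADP-Glo luminescence measured ADP generated by PI4K2A enzyme (4 ug/mL before mixing) with 1.2 mM PI substrate (pre-mix) and 300 microM ATP (pre-mix). Tris pH7.5 buffer with MgCl2, Triton X-100; 1 h reaction at ambient temperature.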
The depositor's hits bear a star; & = joins results of further samples; [ ] = dose if it differs, or a comment. Unless noted, calls come from the whole dose curve; as a rule, active = well fitted inhibition curve with a large enough effect; inconclusive = small, poorly fitted or top-dose-only effect; inactive = no such curve, though single readings can be large or run the other way.

The opening 3 compounds (preview)
Fc1ccc(CNc2ncnc3c2c(-c2ccccc2)cn3-c2ccccc2)cc1 was read as rTrxR1 inhibitor 18%[57.1 µM], TrxR1 substrate 9%[57.1 µM], USP1 inh -29%, IDH1 R132H inh 12%, TRHR enhancer 8, TRHR agonist 2.2, D2 agonist 14 and PI4K2A block -6.
CCOc1ccc(CNC(=O)c2cnc3sc(N(CC)CC)nn3c2=O)cc1OC was read as rTrxR1 inhibitor 13%[57.1 µM], TrxR1 substrate 10%[57.1 µM], USP1 inh -7%, IDH1 R132H inh 0%, TRHR enhancer 2, TRHR agonist -0.5, D2 agonist 0.0 and PI4K2A block -18.
For COCCNC(=O)C(c1cccs1)N(Cc1ccccc1)C(=O)Cn1nnc2ccccc21 (stereo not given) the results were D2 antag -12, rTrxR1 inhibitor 1%, TrxR1 substrate -7%, USP1 inh -12%, IDH1 R132H inh 5%, TRHR enhancer 24, TRHR agonist 0.4, D2 agonist 2.6 and PI4K2A block 2.

Main list (from the top)
Fc1ccc(CNc2ncnc3c2c(-c2ccccc2)cn3-c2ccccc2)cc1 was read as rTrxR1 inhibitor 18%[57.1 µM], TrxR1 substrate 9%[57.1 µM], USP1 inh -29%, IDH1 R132H inh 12%, TRHR enhancer 8, TRHR agonist 2.2, D2 agonist 14 and PI4K2A block -6.
CCOc1ccc(CNC(=O)c2cnc3sc(N(CC)CC)nn3c2=O)cc1OC was read as rTrxR1 inhibitor 13%[57.1 µM], TrxR1 substrate 10%[57.1 µM], USP1 inh -7%, IDH1 R132H inh 0%, TRHR enhancer 2, TRHR agonist -0.5, D2 agonist 0.0 and PI4K2A block -18.
For COCCNC(=O)C(c1cccs1)N(Cc1ccccc1)C(=O)Cn1nnc2ccccc21 (stereo not given) the results were D2 antag -12, rTrxR1 inhibitor 1%, TrxR1 substrate -7%, USP1 inh -12%, IDH1 R132H inh 5%, TRHR enhancer 24, TRHR agonist 0.4, D2 agonist 2.6 and PI4K2A block 2.
CCCOC(=O)c1c(N)sc(C(=O)OCC)c1C was read as D2 antag 0, rTrxR1 inhibitor 3%[57.1 µM], TrxR1 substrate 6%[57.1 µM], USP1 inh -10%, IDH1 R132H inh 1%, TRHR enhancer 0, TRHR agonist 0.2, D2 agonist -1.0 and PI4K2A block -5.
For COc1cc(C(=O)O[C@H]2CC(C)=CC[C@@]3(C)CC[C@@](O)(C(C)C)[C@H]23)ccc1O the results were D2 antag -6, rTrxR1 inhibitor 20%, TrxR1 substrate -10%, USP1 inh -22%, IDH1 R132H inh 2%, TRHR enhancer 2, TRHR agonist 1.5, D2 agonist 0.9 and PI4K2A block 0.
Screening COC(=O)c1ccccc1NC(=O)Cn1cnc2ccc(S(=O)(=O)N3CCC(C)CC3)cc2c1=O returned D2 antag 13, rTrxR1 inhibitor 5%[57.1 µM], TrxR1 substrate 0%, USP1 inh 13%, IDH1 R132H inh -5%, TRHR enhancer -5, TRHR agonist -0.3, D2 agonist 0.9 and PI4K2A block -8.
`Cc1cc([N+](=O)[O-])cc(C)c1OCC(=O)N/N=C/c1ccc(OC(=O)c2ccccc2Br)cc1` gave D2 antag 2, rTrxR1 inhibitor -6%, TrxR1 substrate -10%, USP1 inh -8%, IDH1 R132H inh 2%, TRHR enhancer -7, TRHR agonist 0.3, D2 agonist 0.8 and PI4K2A block 0.
`CC(C)CC(=O)O/N=C1\C(=O)N(c2ccccc2)c2ccccc21` gave D2 antag 15, rTrxR1 inhibitor 12%[57.1 µM], TrxR1 substrate 8%[57.1 µM], USP1 inh -9%, IDH1 R132H inh 4%, TRHR enhancer -3, TRHR agonist -0.9, D2 agonist -0.5 and PI4K2A block 26.
Screening COc1ccc(N(C)S(=O)(=O)c2cccc(C(=O)NC3=NCCS3)c2)cc1 returned D2 antag -12, rTrxR1 inhibitor -11%, TrxR1 substrate -14%, USP1 inh 5%, IDH1 R132H inh 0%, TRHR enhancer 1, TRHR agonist -0.9, D2 agonist 0.2 and PI4K2A block 0.
CCc1cc2c(Nc3ccccc3O)nc(C)nc2s1 was read as D2 antag 8, rTrxR1 inhibitor -7%[57.1 µM], TrxR1 substrate -9%[57.1 µM], USP1 inh -6%, IDH1 R132H inh 0%, TRHR enhancer 1, TRHR agonist -1.0, D2 agonist -0.8 and PI4K2A block -4.
For CCCC(=O)Nc1sc(-c2ccccc2)c(-c2ccccc2)c1C(=O)O the results were rTrxR1 inhibitor -3%[57.1 µM], TrxR1 substrate 3%[57.1 µM], USP1 inh 0%, IDH1 R132H inh 17% and PI4K2A block 3.
CCOc1cc(C(=O)N(CC)CC(=O)Nc2ccc3c(c2)OCCO3)ccc1OC was read as D2 antag 1, rTrxR1 inhibitor 5%, TrxR1 substrate 0%, USP1 inh -3%, IDH1 R132H inh -7%, TRHR enhancer 2, TRHR agonist -0.6, D2 agonist 0.8 and PI4K2A block -3.
`CCOC(=O)C1(CCOC)CCN(Cc2cc3ccccc3s2)CC1` gave D2 antag -15, rTrxR1 inhibitor -5%[57.1 µM], TrxR1 substrate 5%[57.1 µM], USP1 inh -9%, IDH1 R132H inh 4%, TRHR enhancer -4, TRHR agonist -0.3, D2 agonist 0.3 and PI4K2A block -2.
Screening COc1cc2nc(C3CCC3)n(NC(=O)C3CCC3)c(=O)c2cc1OC returned D2 antag -9, rTrxR1 inhibitor 9%, TrxR1 substrate 6%, USP1 inh -17%, IDH1 R132H inh 4%, TRHR enhancer 9, TRHR agonist 0.0, D2 agonist -1.1 and PI4K2A block -1.
`O=C(NCC(=O)N(c1ccc(F)cc1)C(C(=O)NC1CCCCC1)c1cccnc1)c1ccco1` (stereo not given) gave D2 antag 6, rTrxR1 inhibitor 12%[57.1 µM], TrxR1 substrate 5%, USP1 inh -5%, IDH1 R132H inh -6%, TRHR enhancer -1, TRHR agonist 0.9, D2 agonist 0.7 and PI4K2A block 1.
For Cc1sc2c(c1C)c(=O)nc1scc(CC(=O)O)n12 the results were D2 antag -14, rTrxR1 inhibitor -7%[57.1 µM], TrxR1 substrate 3%[57.1 µM], USP1 inh 3%, IDH1 R132H inh 17%, TRHR enhancer -8, TRHR agonist 0.6, D2 agonist -0.5 and PI4K2A block 2.
For O=C1[C@H](Cc2ccccc2)NCCCC[C@@H](c2ccco2)N1Cc1ccccc1 the results were rTrxR1 inhibitor -20%&-3%, TrxR1 substrate -3%&-1%, USP1 inh inconclusive, IDH1 R132H inh 6% and PI4K2A block 0.
`Cc1ccc(N2CCN(c3nc4ccccc4c4nnc(C)n34)CC2)c(C)c1` gave rTrxR1 inhibitor 19%, TrxR1 substrate -2%, USP1 inh inconclusive, IDH1 R132H inh -22%, TRHR enhancer -1, TRHR agonist -0.2, D2 agonist 0.3 and PI4K2A block 2.
For COc1ccc(NC(=O)CSc2nc3cccnc3n2C)cc1 the results were D2 antag -12, rTrxR1 inhibitor 25%, TrxR1 substrate 15%, USP1 inh -9%, IDH1 R132H inh 1%, TRHR enhancer 1, TRHR agonist -0.3, D2 agonist 1.0 and PI4K2A block 2.
COc1ccccc1NC(=O)CCn1nc(-c2ccccc2)c2ccccc2c1=O was read as rTrxR1 inhibitor 10%, TrxR1 substrate -12%, USP1 inh -29%, TRHR enhancer 23, TRHR agonist -0.9, D2 agonist -0.6 and PI4K2A block 3.
CC(C)n1c(O)c(N=NC(=O)CNC(=O)CCc2ccccc2)c2ccccc21 was read as D2 antag 20, rTrxR1 inhibitor 9%, TrxR1 substrate 2%, USP1 inh -19%, IDH1 R132H inh 1%, TRHR enhancer 0, TRHR agonist -1.4, D2 agonist -1.3 and PI4K2A block 5.
Screening CCOC(=O)C1CCN(C(=O)Cn2ncc3c([nH]c4ccccc43)c2=O)CC1 returned D2 antag -10, rTrxR1 inhibitor 20%&4%, TrxR1 substrate 4%&5%, USP1 inh inconclusive, IDH1 R132H inh 2%&34%, TRHR enhancer 1&2, TRHR agonist 0.2&0.2, D2 agonist -1.2&0.7 and PI4K2A block -5&-10.
`Cc1cccc(-n2ncc3c(NC4CCCCC4)ncnc32)c1` gave D2 antag -1, rTrxR1 inhibitor 14%, TrxR1 substrate 3%, USP1 inh -24%, IDH1 R132H inh 13%, TRHR enhancer 10, TRHR agonist 2.1, D2 agonist 1.1 and PI4K2A block -8.
Cc1cccc(-n2ccnc2SCC(=O)Nc2ccc3c(c2)OCO3)c1 was read as rTrxR1 inhibitor 39%[activator][57.1 µM], TrxR1 substrate 5%[57.1 µM], USP1 inh -17%, IDH1 R132H inh 19%, TRHR enhancer -5, TRHR agonist -0.6, D2 agonist -0.9 and PI4K2A block -4.
`OC(CNCc1ccccc1)(c1ccc(F)cc1)c1ccc(F)cc1` gave D2 antag 2, rTrxR1 inhibitor 10%, TrxR1 substrate -3%, USP1 inh -17%, IDH1 R132H inh 5%, TRHR enhancer -2, TRHR agonist 1.4, D2 agonist 0.7 and PI4K2A block 3.
Screening Cc1cccc2c(=O)oc(-c3ccccc3Cl)nc12 returned D2 antag 12, rTrxR1 inhibitor 10%, TrxR1 substrate -1%, USP1 inh -8%, IDH1 R132H inh -2%, TRHR enhancer -1, TRHR agonist 0.2, D2 agonist 1.8 and PI4K2A block 7.
N#Cc1c(C(F)(F)F)cc(-c2cccs2)nc1N1CCCCC1 was read as D2 antag -28, rTrxR1 inhibitor 21%[57.1 µM], TrxR1 substrate 15%[57.1 µM], USP1 inh -10%, IDH1 R132H inh 0%, TRHR enhancer 20, TRHR agonist -1.0, D2 agonist 0.0 and PI4K2A block 3.
